Source: PubChem
Tb PGK inh: qHTS Assay to Find Inhibitors of Phosphoglycerate Kinase | Phosphoglycerate kinase, glycosomal (Trypanosoma brucei brucei), P07378 | AID 602233, 2012 | PGK/GAPDH coupled, Kinase-Glo luminescence, 60 min | Potency, µM (highest dose often 57.5 µM), for inactives: at the top dose activity change, negative = inhibition, hits mostly inhibitors | 380,000 tested, 0.043% active; also: % is scaled to controls: 0 for no effect and ±100 for the full control effect; nearly all actives have a fitted effect of over 60% in size
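Luminescent ATP detection (Kinase-Glo Plus) follows a 60-minute room-temperature incubation, with wells lacking PGK as controls. Buffer: 100 mM TEA (pH 7.6), 5 mM MgCl2, 0.01% Tween-20. Coupling enzyme GAPDH (100 nM final) supplies unstable 1,3-BPG in-well.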
GLS inh: qHTS for Inhibitors of Glutaminase (GLS); GLS enzymatic activity, qHTS titration; 410,000 tested, 0.21% active; Potency, µM (highest dose often 45.5 µM), for inactives: at the highest dose activity change, negative = inhibition, usual class: inhibitors; Glutaminase kidney isoform, mitochondrial (Homo sapiens), O94925; also: % is scaled to controls: 0 for no effect and ±100 for the full control effect
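Enzyme dispensed in phosphate buffer (45 mM, pH 8.2, 0.02% Tween-20), compounds pinned in, then 1 mM L-glutamine solution and the glutamate oxidase–HRP–Amplex Red mix added; fluorescence read immediately and again after 30 min at room temperature.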
Pol iota inh: qHTS for Inhibitors of Polymerase Iota; DNA polymerase iota (Homo sapiens), Q9UNA4; Pol iota fluorescent replication assay, 10 min; Potency, µM (series often up to 115 µM), for the others: at the top dose activity, negative = inhibition, usual class: inhibitors; 390,000 tested, 1% active; AID 588590, 2011
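Pol iota at 10 nM preincubated 15 min with compounds at room temperature; reaction started with fluorescent substrate, 50 nM final. Fluorescence read kinetically at 0 and 10 min; buffer-only wells as negative control.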
Pin1 inh: qHTS Assay to Find Inhibitors of Pin1 | Peptidyl-prolyl cis-trans isomerase NIMA-interacting 1 (Homo sapiens), Q13526 | Pin1 FP peptide displacement, HiFluor488, 10 min | Potency, µM (titrated, usually from 115 µM), inactives show at the top dose activity, negative = inhibition, hits mostly inhibitors | 390,000 tested, 0.009% active | AID 504891, 2011; active = well fitted inhibition curve with a large enough effect in the polarisation, with a control signal flat, not every such curve was filed as active; inconclusive = small, poorly fitted or top-dose-only effect, or effect the other way, or a change in a side signal; inactive = no such curve, though single readings can be large or run the other way; the % refers to the polarisation; also: % is scaled to controls: 0 for no effect and ±100 for the full control effect
BAZ2B block: qHTS Assay for Inhibitors of BAZ2B. 360,000 tested, 4.4% active. Potency, µM (highest dose often 114 µM), without a hit: top-dose activity change, negative = inhibition, hits mostly inhibitors. AlphaScreen BAZ2B-H3K14Ac peptide displacement. Bromodomain adjacent to zinc finger domain protein 2B (Homo sapiens), Q9UIF8; also: % is scaled to controls: 0 for no effect and ±100 for the full control effect; nearly all actives have a fitted effect of over 60% in size
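Multi-concentration screen (max 110 uM) measuring displacement of acetylated histone H3 peptide from BAZ2B by AlphaScreen, using 50 nM protein, 50 nM peptide and 10 ug/mL streptavidin donor plus Ni-chelate acceptor beads.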
JMJD2A Tudor: qHTS Assay for Inhibitors of JMJD2A-Tudor Domain; Lysine-specific demethylase 4A (Homo sapiens), O75164; AlphaScreen JMJD2A-Tudor / H3K4me3 peptide binding; Potency, µM (highest dose often 114 µM), for the others: top-dose activity change, negative = inhibition, actives largely listed as inhibitors; 390,000 tested, 4.4% active; also: % is scaled to controls: 0 for no effect and ±100 for the full control effect; nearly all actives have a fitted effect of over 50% in size
G9a block: qHTS Assay for Inhibitors of Histone Lysine Methyltransferase G9a. Histone-lysine N-methyltransferase EHMT2 (Homo sapiens), Q96KQ7. Potency, µM (top dose mostly 102 µM), without a hit: at the highest dose activity, negative = inhibition, most hits filed as inhibitors. G9a H3K9 monomethylation, AlphaScreen, 2 h. 350,000 tested, 8.8% active; also: % is scaled to controls: 0 for no effect and ±100 for the full control effect; nearly all actives have a fitted effect of over 75% in size
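Methyltransferase reactions run at room temperature for 2 h (20 nM enzyme, 500 nM biotin-H3K9 peptide, 20 uM SAM) after a 15 min compound preincubation; product detected by AlphaScreen beads and anti-H3K9me1 antibody.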
BLM inh: qHTS Assay for Inhibitors of Bloom's syndrome helicase (BLM); Potency, µM (top dose mostly 56.1 µM), for the others: top-dose activity change, negative = inhibition, usual class: inhibitors; RecQ-like DNA helicase BLM (Homo sapiens), P54132; recombinant BLM DNA unwinding, fluorescence dequenching; AID 2528, 2010; 350,000 tested, 0.2% active;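 also: plate controls were vehicle for no effect and no enzyme for full effect; nearly all actives have a fitted effect of over 35% in size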
HP1b binding inh: HTS for Inhibitors of HP1-beta Chromodomain Interactions with Methylated Histone Tails | 390,000 tested, 0.56% active | Potency, µM (top dose mostly 114 µM), without a hit: at the highest dose activity change, negative = inhibition, hits mostly inhibitors | AlphaScreen HP1-beta / biotin-H3K9me3 peptide binding; also: nearly all actives have a fitted effect of over 70% in size; inactives centre near 23
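Compound inhibition of the preformed complex between 50 nM HP1-beta and 50 nM biotinylated H3K9me3 peptide was read by AlphaScreen. Buffer was PBS pH 7.4 with 0.01% Tween-20. Incubations ran 30 min at room temperature, with 10 ug/mL donor/acceptor beads.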
* = called active by the depositor; i = inactive; ? = inconclusive; / = no result given; & = joins results of further samples; [ ] = remark or other dose. Unless noted, calls follow the shape of the dose curve; as a rule, active = well fitted curve in the direction sought with a large enough effect; inconclusive = small, poorly fitted or top-dose-only effect, or another doubt; inactive = no such curve, though single readings can be large; an effect the other way counts as inactive or inconclusive. Potency is read from the fitted curve at half-maximal effect. Some of the compounds tested; rates above refer to the full screens.

Every second line gives: Tb PGK inh	GLS inh	Pol iota inh	Pin1 inh	BAZ2B block	JMJD2A Tudor	G9a block	BLM inh	HP1b binding inh
O=C(COc1ccc(Cl)cc1Cl)NNC(=S)NC(=O)c1ccco1
  i	13%	57%[activator]	-2%	-2%	?	7.9µM*	-6%	?
O=C(c1ccc(S(=O)(=O)N2CCCCC2)cc1)N1CCN(Cc2ccc3c(c2)OCO3)CC1
  -10%	-8%	25%	-10%	/	-20%	19%[59 µM]	-5%	20%
CCc1cc(=O)oc2cc(C)cc(OCC(=O)NC3CC3)c12
  17%	5%	-2%	-3%	-6%	10%	-4%	0%	36%[activator]
Cc1cc2nc(C3CCN(Cc4nnnn4Cc4cccs4)CC3)[nH]c2cc1C
  16%	-4%	3%	-18%	-29%	-24%	11%[59 µM]	2%	19%
Cc1oc(-c2cccc(Cl)c2)nc1CN1CCC(C(=O)NC(C)c2ccccc2)CC1 (stereo unspecified)
  2%	0%	18%	-3%	-26%	-15%	-3%[59 µM]	-1%	23%
C=CC[C@@H](CC(=O)NCCO)C(=O)N[C@@H](COC(=O)[C@@H](CC=C)CC(=O)OC(C)(C)C)Cc1ccccc1
  -8%	-1%	3%	-6%	/	-11%	/	/	12%
CCS(=O)(=O)n1nc(-c2ccco2)nc1NCc1ccc(C(C)C)cc1
  i	-4%	1%	9%	-30%	-6%	?	-13%	11%
Cc1cc(C)c(/C=N/NC(=O)c2nnn(-c3nonc3N)c2CN2CCC(C)CC2)c(C)c1
  -7%	-3%	23%	10%	-1%	-4%	?	-2%	14%
Cc1cc(C)cc(-n2ncc3c2CCCC3NC(=O)CCN2Cc3ccccc3C2=O)c1 (stereo unspecified)
  -1%	0%	20%	3%	-5%	-15%	/	2%	11%
CC1CC(C)CN(C(=O)c2ccncc2)C1 (stereo unspecified)
  -14%	9%	3%	-5%	13%	-13%	4%[59 µM]	-1%	50%[activator]
Cn1c(=O)c2nc(NCc3ccccc3)sc2n(C)c1=O
  -10%	0%	63%[activator]	-1%	/	-3%	/	/	26%
COC(=O)Nc1ccc(S(=O)(=O)Nc2cc(OC)nc(OC)n2)cc1
  0%	-1%	16%	5%	0%	-8%	65%[activator]	-2%	40%
Cc1ccc(C(=O)Sc2cccccc2=O)cc1
  0%	27%	?	-3%	40µM*	-29%	10µM*	-23%	?
O=C(CCl)N1N=C(c2ccco2)CC1c1ccco1 (stereo unspecified)
  -20%	?	3.2µM*	/	45µM*	45µM*	50µM*	-12%	50µM*
COc1ccc(NC(=O)CCNC(=O)Cn2cnc3sc4c(c3c2=O)CCCC4)c(OC)c1
  -2%	0%	3%	-2%	2%	-5%	18%	-3%	-1%
CCCCOC(=O)c1ccc(NC(=O)C(=O)NCc2ccncc2)cc1
  i	-13%	7%	-20%	14%	-27%	-1%[59 µM]	-2%	20%
Cc1nc2ccccc2nc1N1CCOCC1
  -1%	-5%	27%	1%	1%	-9%	-1%[59 µM]	-5%	21%
COc1ccccc1CNC1CCN(Cc2ccccc2)CC1
  -1%	-6%	71%[activator]	1%	3%	-9%	?	3%	34%
OC(COCc1ccc2c(c1)OCO2)CN1CCN(Cc2ccccc2)CC1 (stereo unspecified)
  i	11%	-4%	2%	?	-15%	?	-13%	31%
c1ccc(CN2c3ccccc3-c3nc4ccccc4n3C2c2ccccn2)cc1 (stereo unspecified)
  -4%	/	25%	-2%	-3%	16%	17%[0.0925 µM]	-15%	32%[activator]
COc1cccc(-n2c(SCC(=O)N3CCCCC3)nc3c([nH]c4ccccc43)c2=O)c1
  -4%&7%	-6%&0%	18%&5%	?	7%&2%	-8%&-4%	4%	1%&-3%	37%
Cc1ccccc1C(=O)c1cn[nH]c1-c1ccccc1O
  -2%	14%	10%	1%	1%	-13%	11%[2.33 µM]	1%	36%[activator]
COc1ccc(C(=O)N2CCN(C)C(C)C2)cc1OC1CCN(C(C)=O)CC1 (stereo unspecified)
  2%	1%	21%	-13%	2%	-15%	/	-2%	19%
CCNC(=O)N1CCOCC1
  -8%	-12%	31%[activator]	-8%	11%	2%	4%	-1%	9%
COc1cccc(-c2nc(CS(=O)(=O)CC(=O)N3CCOCC3)c(C)o2)c1
  -13%	-2%	?	-3%	-27%[57.1 µM]	-1%	-24%	-1%	23%
CCCN(CC(=O)Nc1ccccc1C)C(=O)c1ccc(N2CCCC2)c([N+](=O)[O-])c1
  -8%	0%	36%[activator]	-5%	-38%	?	15%[0.501 µM]	/	-12%
Cc1ccc(C)c(NS(=O)(=O)c2ccc3oc(=O)ccc3c2)c1
  -6%	-2%	-11%	-4%	5%	3%	28%	-2%	42%[activator]
CCCCc1c(C)nc2c(-c3ccc(Cl)cc3)c(C)[nH]n2c1=O
  -9%	1%	95%[activator]	-1%	-19%	-17%	9%[59 µM]	-6%	14%
Clc1ccc(N=c2ssnc2Cl)cc1
  -6%	78%[activator]	?	-9%	40µM*	50µM*	1.6µM*	3%	?
O=C(/C=C/Nc1ccc(Br)cc1F)c1ccco1
  -30%	0%	-22%	10%	-28%	-18%	?	-9%	25%
Cc1nc(CSc2ccccc2)cc(=O)[nH]1
  -2%	-5%	22%	-10%	1%	-10%	10%	-2%	17%
Cc1cc(C)cc(NC(=O)C(Cc2ccccc2)NS(=O)(=O)c2ccc3c(c2)c(=O)n(C)c(=O)n3C)c1 (stereo unspecified)
  -3%	4%	36%[activator]	11%	-27%	-27%	0%[59 µM]	-2%	50%[activator]
COc1cc(SC)ccc1C(=O)N1CCN(S(=O)(=O)/C=C/c2ccccc2)CC1
  -5%	6%	?	7%	-3%	-16%	-9%[59 µM]	/	12%
O=C(Nc1ccc(Cl)cc1)Nc1ccccc1CC[N+](=O)[O-]
  -9%	?	161%[activator]	-1%	-28%	22µM*	-43%	-7%	-8%
O=C(Nc1ccc(-c2nc3ccccc3o2)cc1)c1ccc(N2CCOCC2)c([N+](=O)[O-])c1
  -43%	-1%	40%[activator]	0%	-5%	-17%	19%	-3%	30%
Cc1ccn2c(C(=O)CSc3ccc(Cl)cc3Cl)c(C)nc2c1
  -8%	-2%	0%	-1%	-24%	-10%[11.4 µM]	-3%	0%	33%
COc1cc(C(=O)O/N=C2/C=C(C)C(=O)C=C2C)cc(OC)c1OC
  -7%	6%	2%	0%	-9%	-13%	-11%[59 µM]	-15%	61%[activator]
O=C(CSc1nnc2ccccn12)NCc1ccco1
  -3%	10%	-10%	-8%	-2%	-9%	-13%	0%	31%
Cc1cc(/C=N/NC(=O)C(O)(c2ccccc2)c2ccccc2)c(C)n1-c1ccc(C(=O)O)cc1
  0%	28%	?	-1%	?	-32%	-9%[59 µM]	-7%	-13%
CC(=O)Nc1cc2c(cc1Cl)Cc1cc(Cl)ccc1-2
  -2%	-1%	21%	10%	/	-11%	/	/	8%[57 µM]
CCn1cc2nc(SCc3ccc(F)cc3)n(CCc3ccccc3)c(=O)c2n1
  -4%	-5%	-6%	?	2%	-13%	0%[59 µM]	-9%	20%
COc1cccc(N2CCN(c3ccc([N+](=O)[O-])cn3)CC2)c1
  -5%	16%	9%	-7%	-14%	4%	19%	-1%	39%
Cc1cccn2c(=O)c(C=O)c(Cl)nc12
  -9%	0%	?	0%	-7%	-24%	-10%[12.7 µM]	0%	29%
CCCCCCCCN1N=N[C@H]2[C@H]1[C@@H]1C[C@H]2N(C(=O)OC(C)(C)C)O1
  i	-3%	-11%	-3%	/	35%	/	/	104%[activator]
COC(=O)c1c(-c2ccc(N(C)C)cc2)sc2ccc(OC)cc12
  5%	16%	2%	4%	/	64%[activator]	/	/	178%[activator]
O=C(Nc1ccccc1Cl)O/N=C/c1ccncc1
  -10%	47%[activator]	-23%	-3%	/	-6%	/	/	11%
CCN(CC(=O)Nc1ccc2c(c1)OCCO2)C(=O)c1cccc(S(=O)(=O)N2CCOCC2)c1
  11%	2%	25%	2%	1%	-12%	/	1%	26%
O=C(C1COc2ccccc2O1)N(Cc1cccnc1)c1nc2ccc(Cl)cc2s1 (stereo unspecified)
  -1%	-6%	-4%	0%	-16%	-15%	-1%[59 µM]	-9%	-1%
COc1ccc(C(=O)COC(=O)CCCC(=O)NC2CCCCC2)cc1
  -6%	-1%	13%	2%	-9%	1%	57%[activator]	-3%	21%
Cc1cc(C(=O)NCCCn2ccnc2)cs1
  -4%	4%	32%[activator]	2%	5%	-14%	25%[59 µM]	1%	13%

Two compounds picked at random from the list so far:
Every second line gives: Tb PGK inh	GLS inh	Pol iota inh	Pin1 inh	BAZ2B block	JMJD2A Tudor	G9a block	BLM inh	HP1b binding inh
CCCCCCCCN1N=N[C@H]2[C@H]1[C@@H]1C[C@H]2N(C(=O)OC(C)(C)C)O1
  i	-3%	-11%	-3%	/	35%	/	/	104%[activator]
COc1cccc(N2CCN(c3ccc([N+](=O)[O-])cn3)CC2)c1
  -5%	16%	9%	-7%	-14%	4%	19%	-1%	39%
